Screening results deposited in PubChem BioAssay by Small Molecule Screening Facility, UW Madison.
PriA SSB inh = inhibitors of Klebsiella pneumoniae PriA binding to SSB C-terminal tail | 0.6% of 430,000 active | AlphaScreen SSBct-PriA binding, biotinylated peptide | inhibition, % at 33 µM; in the data active = inhibition mostly above about 37%, no sharp cut-off; inactive = mostly below about 20%;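 note: plate controls were negative control peptide for no effect and reference peptide for full effect; strong numbers were not always called active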
* = called active by the depositor; & = joins results of further samples. Only part of the results is shown. The share of hits here may be higher or lower than overall.

SMILES | PriA SSB inh
CC(=O)[C@H](C)n1c(CN2CCN(C(c3ccccc3)c3ccccc3)CC2)nc2c1c(=O)n(C)c(=O)n2C | -17
Cc1sc2ncnc(SCC(=O)c3ccc(Cl)c(Cl)c3)c2c1C | -10
COc1ccc(C(=O)NCCc2ccsc2)cc1F | -6
O=C(O)c1ccc(NN=Cc2ccncc2)cc1 | 5
Cc1ccc(C(=O)NN=C/C=C/c2ccccc2[N+](=O)[O-])cn1 | -1
CS(=O)(=O)c1ccc(CCC(=O)Nc2ccc3c(c2)CN(C(=O)C2CC2)CC3)cc1 | 3
COc1cccc2cc(C(=O)N(CCN(C)C)c3nc4ccc(OC(F)(F)F)cc4s3)oc12 | 2
CC(C)c1ccc(-c2csc3ncnc(N4CCN(c5cccc(C(F)(F)F)c5)CC4)c23)cc1 | -11&-10
NC(=Nc1nc2ccccc2o1)NC(=O)c1ccccc1NC(=O)c1ccccc1 | -13
COc1ccc(-n2cc(C(=O)N3CCN(c4cccc(Cl)c4)CC3)nn2)cc1 | 7
O=c1nc(NN=Cc2ccco2)cn[nH]1 | -4
O=C(CSc1nnc(NC(=O)Cc2cccs2)s1)Nc1ccc2c(c1)OCCO2 | -18
CCN1C(=O)Cc2cc(NC(=O)COc3ccc(F)cc3)ccc21 | 15
O=C(NCC(O)(c1ccccc1)C1CC1)c1cccc2ccccc12 (stereo not given) | -8
C=CCNC(=O)Nc1cn(CC)c2ccccc12 | -2&8
O=C(CCc1csc(NC(=O)c2ccc[nH]c2=O)n1)NC1CCCCCC1 | 8
CCOc1cc(C)ccc1S(=O)(=O)NCc1cccnc1 | 3
O=C(Nc1nc2c(F)cccc2s1)c1cc(Cl)sc1Cl | -34
CCCn1ccc2c(OCC(=O)NCCc3ccc(OC)c(OC)c3)cccc2c1=O | -3
Cc1nnsc1C(=O)N1CCC(CNC(=O)C2(c3ccccc3)CCOCC2)CC1 | -2

The final five compounds of the section above open the next one.
SMILES | PriA SSB inh
O=C(CCc1csc(NC(=O)c2ccc[nH]c2=O)n1)NC1CCCCCC1 | 8
CCOc1cc(C)ccc1S(=O)(=O)NCc1cccnc1 | 3
O=C(Nc1nc2c(F)cccc2s1)c1cc(Cl)sc1Cl | -34
CCCn1ccc2c(OCC(=O)NCCc3ccc(OC)c(OC)c3)cccc2c1=O | -3
Cc1nnsc1C(=O)N1CCC(CNC(=O)C2(c3ccccc3)CCOCC2)CC1 | -2
CCN1\C(=C/C=C/C=C/C=C/c2sc3ccccc3[n+]2CC)Sc2ccccc21 | 8
COC(C)(CNC(=O)CCSc1ccccc1)c1cccc(Cl)c1 (stereo not given) | -30
O=C(CS(=O)(=O)c1cn(CC(=O)N2CCCCC2)c2ccccc12)NCc1ccc2c(c1)OCO2 | 1
Cn1cccc1C(O)CNS(=O)(=O)c1cccs1 (stereo not given) | -14
CCNC(=S)NN=C(C)c1ccc2c(c1)OCCO2 | 1
COc1ccc(O)c(C=NN=Cc2cccc([N+](=O)[O-])c2)c1 | 6
O=C(CCc1csc(NC(=O)c2ccco2)n1)NCc1ccccc1Cl | -9
COC(=O)c1ccc(C2C(=C(O)c3cccc(OC)c3)C(=O)C(=O)N2CCCN(C)C)cc1 (stereo not given) | -15
CCC(C)=NNC(=S)NCc1ccco1 | 1
O=C(Cn1cnc(-c2ccccc2)cc1=O)N1CCN(Cc2ccccc2)CC1 | -14
CC(=O)c1sc(NC(=O)c2cc(C)n(C)n2)nc1C | -3&-1
CCOc1ccccc1C1CC(=O)NC(SCC(=O)Nc2cc(OC)c(Cl)cc2OC)=C1C#N (stereo not given) | -19&-3
S=c1[nH]nc(C2CCCCC2)n1N=Cc1ccco1 | 7
O=C(Nc1nnc(-c2ccc(Cl)cc2)o1)c1cccs1 | -9
O=C(NCCc1ccccc1)c1cccc2c3c([nH]c12)CCCC3 | 25
NC(=O)c1c(NC(=O)C2CCN(S(=O)(=O)c3ccc(Cl)s3)CC2)sc2c1CCCC2 | 1&1
COc1cccc(CSc2nc(C)c(CC(=O)Nc3nccs3)c(=O)[nH]2)c1 | -1
O=C(Nc1ccccc1-c1ccc(=O)[nH]n1)c1ccc(F)cc1F | 2
COc1ccc(NC(=O)C=C2NN=C(c3sccc3C)O2)cc1OC | 1
O=C(NCCN1CCOCC1)C(=O)NCCN1CCN(c2ccc(F)cc2)CC1 | -34
Cc1cc(-c2nnc(NC(=O)c3ccc4c(c3)OCCO4)o2)n(C)n1 | -6
O=C(CN1CCN(Cc2nc(-c3ccco3)cs2)CC1)NCc1ccc2c(c1)OCO2 | -2&9
C=CCSc1nnc(-c2cccc(S(=O)(=O)N3CCOCC3)c2)o1 | -5
CCOc1ccc(-c2nc(C#N)c(N3CCN(C(=O)c4ccco4)CC3)o2)cc1 | -7
NCC(O)COc1cccc(Oc2ccccc2)c1 (stereo not given) | -4
O=C(CCc1csc2nc(-c3ccccc3)cn12)N1CCc2ccccc2C1 | -14
Cc1csc(CN2CCN(C(=O)c3ccc(S(=O)(=O)N4CCOCC4)cc3)CC2)n1 | -6&-8
Cc1nc2ccccc2n1Cc1ccc(C(=O)NCCc2ccc(F)cc2)o1 | 6
O=C(Cn1cnc2c(cnn2Cc2ccccc2F)c1=O)NC1CCCCC1 | -2
O=S(=O)(c1ccccc1)N1CCN(c2cnccn2)CC1 | -3
Cc1cc(C)c2c(c1)C(=NNS(=O)(=O)c1ccc(Br)cc1)CCC2 | -5
CC(=O)ON1C(=O)c2cccc3c([N+](=O)[O-])ccc(c23)C1=O | 18
CN(C)CCNC(=O)C(=NO)c1ccccn1 | 14
O=C(c1csc(-c2ccccc2)n1)N1CCCC(Cc2nc(-c3cnccn3)no2)C1 (stereo not given) | -9
O=C(C1CC1)N1CC(Oc2cccnc2)C1 | -1
Cc1ccc2nc(Nc3nc4ccccc4[nH]3)nc(-c3ccccc3)c2c1 | 0&14
CCOC(=O)c1c(SCC(=O)Nc2ccc(OC(F)(F)F)cc2)nc(=O)[nH]c1C | 1
COc1ccccc1OCC#CCNC(=O)COc1ccc(Cl)cc1Cl | -13
O=C(NC(c1cccnc1)C1CCOCC1)c1ccoc1 (stereo not given) | -1
Cc1ccc(/C=C/S(=O)(=O)NCC#CCOc2ccccc2C(N)=O)cc1 | -11

An excerpt of these results, with each value named.
compound: Cc1nc2ccccc2n1Cc1ccc(C(=O)NCCc2ccc(F)cc2)o1
  PriA SSB inh = 6
compound: Cc1cc(-c2nnc(NC(=O)c3ccc4c(c3)OCCO4)o2)n(C)n1
  PriA SSB inh = -6

Further entries
SMILES | PriA SSB inh
CC(NC(=O)CCCn1nc(-c2ccc(F)cc2)ccc1=O)c1ccccc1 (stereo not given) | 2
NC(=O)c1ccccc1NC(=O)Cc1cc(=O)[nH]c(SCc2ccccc2F)n1 | -5
Cc1nn(-c2ccccc2)c(N2CCCC2)c1C=NNC(=O)c1cc(-c2ccccn2)nc2ccccc12 | 20
CSc1ccccc1C(=O)NCCc1csc(-n2cccn2)n1 | -4
CC1CS(=O)(=O)N(c2cccc(C(=O)N3CCOCC3)c2)C1=O (stereo not given) | -2
CNC(=O)c1cccc(-c2noc(C3CN(C(=O)NC4CCCCC4)C3)n2)c1 | -13
COc1ccccc1-c1nnc(NC(=O)CSC2=NCCS2)s1 | -5
CSc1nnc(N)s1 | 6
O=C(c1ccccc1)N1CCCc2cc(NS(=O)(=O)Cc3ccccc3F)ccc21 | -4
COc1ccc2c(c1OC)C(=O)N(c1ncn(Cc3ccc(Cl)c(Cl)c3)n1)C2=O | -3
O=C(Nc1ccncc1)C1CCCN(c2ccc(-c3ccccc3)nn2)C1 (stereo not given) | 1
COc1ccccc1OCC(O)CN1CCNCC1 (stereo not given) | -8
CCc1ccccc1NC(=O)Cn1cnc(-c2ccc(F)cc2)cc1=O | -5
Cc1ccccc1C1CCN(C(=O)Cn2cnc3ccccc32)CCS1 (stereo not given) | -2
O=C(CSc1nnc(-c2ccc(Cl)cc2)n1-c1ccc(Cl)cc1)NN=Cc1ccco1 | -5
CC(C)C(=O)N1CCCc2cc(NC(=O)Oc3ccccc3)ccc21 | -7
COc1ccc(CC(=O)Nc2nc(-c3cc(Cl)sc3Cl)cs2)cc1 | -7
C=CCOc1ccc(C(O)=C2C(=O)C(=O)N(CCCn3ccnc3)C2c2cccs2)cc1 (stereo not given) | 2
O=S(=O)(NCc1ccco1)c1ccc2c(c1)OCCO2 | -4&-4
COc1ccc(OC)c(S(=O)(=O)n2nc(C)c(S(=O)(=O)N3CCCC3)c2C)c1 | -24
CN(CC#CCNC(=O)CSC1CCCC1)Cc1ccccc1 | 6
O=C(OCc1cc(-c2ccco2)on1)c1ncc(-c2ccccc2)o1 | 0
COc1ccc(-c2cc(COC(=O)c3cccs3)no2)cc1 | -13
O=C(Cn1c(-c2cccnc2)nc2ccccc21)Nc1nccs1 | -5
O=C(Nc1nnc(-c2ccc(Br)s2)o1)c1nc2ccccc2s1 | -16
CC(=O)c1c(C)oc2ccc(NS(=O)(=O)c3cc4c5c(cccc5c3)C(=O)NC4=O)cc12 | -1
COc1ccc(CC(=O)Nc2nnc(-c3cc(C)nn3C)o2)cc1 | 5
CSc1cccc(NC(=O)CSc2nc3c(-c4ccccc4)c[nH]c3c(=O)n2C)c1 | -11
Fc1ccc(-c2nn(-c3ccc(F)cc3)c3c2cnc2c(F)cc(F)cc23)cc1 | -16
O=c1cccn[nH]1 | -10&-6
CCS(=O)(=O)NCCn1nc(-c2ccsc2)cc1C1CC1 | -2
O=C(CN1C(=O)C2C3C=CC(C3)C2C1=O)N1CCOCC1 (stereo not given) | -15
C=CCN(CC=C)S(=O)(=O)c1ccc(C(=O)Nc2ccc3ncsc3c2)cc1 | -1
COc1ccc(F)cc1S(=O)(=O)N1CCN(c2ccc(-c3ccc(F)cc3)nn2)CC1 | -3
CN1CCN(c2ccc(-c3ccc(NC(=O)Nc4ccc(F)cc4)cc3)nn2)CC1 | -7
CCS(=O)(=O)c1cccc(C(=O)Nc2nc3c(C)ccc(Cl)c3s2)c1 | -3
COc1ccc(OC)c(/C=N\NC(=O)c2cccc(I)c2)c1 | 1
O=S(=O)(NC[C@@H](c1cccs1)S(=O)(=O)c1ccccc1)c1ccc2c(c1)OCCO2 | -6
CN1CCN([C@@H](CNC(=O)C(=O)NCc2ccc(F)cc2)c2ccsc2)CC1 | -14
O=C(NCCn1nc(-c2ccco2)ccc1=O)c1cc2n(n1)CCCO2 | 1
CC(=NNC(=O)CNC(=O)C(c1ccccc1)c1ccccc1)c1ccco1 | -5
O=C(CSCc1ccccc1)N1CCC(CSCc2ccco2)CC1 | -7
CN(C)S(=O)(=O)N1CCC(Cn2cccn2)CC1 | -15
O=C(CN1C(=O)CCC1=O)NCCn1nc(C(F)(F)F)cc1C1CC1 | -3
CNC(=O)Cc1cc(=O)oc2cc(C)ccc12 | -3
COCCc1nnc(NC(=O)C2(c3ccc(Cl)cc3)CCCC2)o1 | -14
Cc1noc(C)c1C(=O)N1CCCC(Cc2nc(C3CC3)no2)C1 (stereo not given) | 8
COc1ccc(-c2cc(=O)oc3c(C)c(OC(C)C(=O)N4C[C@H]5C[C@H](C4)c4cccc(=O)n4C5)ccc23)cc1 (stereo not given in full) | 11
O=C(c1ccc(Cn2ccnc2)cc1)N1CCC(Oc2cccnn2)C1 (stereo not given) | 6
CCCn1c(O)c(C=C2C=NN=C2c2ccccc2)sc1=S | 8
O=C(NCCOc1ccc2nnc(-c3ccccc3)n2n1)c1cccc(Cl)c1 | -6
Cc1noc(C)c1CNC(=O)c1n[nH]nc1-c1ccccc1 | -15
COc1cc(Cn2cc(CC(=O)NCc3ccc4c(c3)OCO4)c3ccccc32)cc(OC)c1 | -11
CCOC(=O)CSc1nnc(NC(=O)c2cccc(F)c2)s1 | -4
Cc1oc(-c2ccc(F)cc2F)nc1CN1C[C@@H]2C[C@H](C1)c1cccc(=O)n1C2 | -3
CN1CCc2nc(NC(=O)c3ccc(S(=O)(=O)N4CCCCCC4)cc3)sc2C1 | 12
Cc1cccc(-n2c(CNC(=O)COc3ccc(Cl)cc3)nnc2SCC(=O)Nc2nccs2)c1C | 3
O=C(c1ccc(Nc2nc(-c3ccccc3)c3cc(Cl)ccc3n2)cc1)N1CCN(c2ccccc2Cl)CC1 | -15
COc1cccc2sc(=NC(=O)COc3ccc(Cl)cc3Cl)n(C)c12 | -14
O=C(CSC1CCCC1)NCC1CCN(c2ccccn2)CC1 | 0
(cont.)
SMILES | PriA SSB inh
N#Cc1ccc(Cl)cc1NC(=O)C(=O)NCC1(c2ccsc2)CCCC1 | -4
Cc1ccsc1C=NNC(=O)c1ccncc1 | -1
O=C(CNC(=O)c1cccc(F)c1)NN=Cc1cccc([N+](=O)[O-])c1 | 0
COc1ccc(C(=O)NN=Cc2ccc3cccc(O)c3n2)cc1 | -14
CN(c1ccccc1)S(=O)(=O)c1ccc(C(=O)Nc2nc(-c3nc4ccccc4s3)cs2)cc1 | 1
COC(=O)c1ccc(S(=O)(=O)Nc2ccc(-n3nnn(C)c3=O)cc2)cc1 | -10
CCOC(=O)c1c(N=CC2=C(O)CC(C)(C)CC2=O)sc(C)c1C | -1
CCN1C(=O)NC2(CCN(CC(=O)Nc3ccc(C(=O)OC)cc3)CC2)C1=O | 0
CS(=O)(=O)c1ccc(NC(=O)C2CCN(S(C)(=O)=O)CC2)cc1 | -6
CCCCC(=O)NN=C(C)C1=C(C)C(C)(C)OC1=O | -8
O=C(O)c1ccc(NN=C/C=C/c2ccccc2[N+](=O)[O-])cc1 | 17

Arranged by molecular weight (lowest first): part of the list above
SMILES | PriA SSB inh
Cc1ccsc1C=NNC(=O)c1ccncc1 | -1
O=C(CNC(=O)c1cccc(F)c1)NN=Cc1cccc([N+](=O)[O-])c1 | 0
CCOC(=O)c1c(N=CC2=C(O)CC(C)(C)CC2=O)sc(C)c1C | -1
N#Cc1ccc(Cl)cc1NC(=O)C(=O)NCC1(c2ccsc2)CCCC1 | -4
COC(=O)c1ccc(S(=O)(=O)Nc2ccc(-n3nnn(C)c3=O)cc2)cc1 | -10
